Compound activity deposited in PubChem by several laboratories.
NCOA2 inhibitor = human SRC2 (NCOA2) inhibition. HEK293 GAL4-SRC2 luciferase reporter, luminescence. inhibition, % at 9 µM. 0.17% of 370,000 active. AID 651957;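 active = inhibition above the mean inhibition of all tested compounds plus 3 SD, set per campaign, cut at about 52% in these data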;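 also: 0% = DMSO treated cells and 100% = cells given Gossypol at 36 µM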
TWEAK Fn14 block = blocks TWEAK-Fn14 interaction in a reporter cell assay; inhibition, % at 10 µM; 2% of 360,000 active; TWEAK-stimulated Fn14 reporter cells, luciferase luminescence, 8 h; in the data active = inhibition above about 50%
SRC1 inh = inhibitors of human steroid receptor coactivator 1 (SRC1); Q15788; HEK293 GAL4-SRC1 luciferase reporter, luminescence; inhibition, % at 3.6 µM; 0.12% of 360,000 active; AID 588354;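 active = inhibition above the campaign mean plus 3 SD, with each screening campaign given its own cutoff, cut at about 60% in these data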;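 also: 0% = DMSO treated cells and 100% = gossypol at 36 µM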
TROY signal inh = blocks TROY-dependent signaling in reporter cells; Q293 LMP1-TROYcd NF-kB luciferase reporter, 4 h; inhibition, % at 10 µM; 0.98% of 360,000 active; AID 1347056;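 active = compounds whose plate-normalised and pattern-corrected inhibition of the luciferase reporter signal at the single screening dose is 50% or more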
LRH-1 inv ag = suppresses constitutive activity of human LRH-1 | 0.13% of 360,000 active | inhibition, % at 3.6 µM | AID 602396 | O00482 | HEK293T StAR-luciferase reporter, LRH-1 transfected, 24 h;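 active = inhibition above the mean inhibition of all tested compounds plus 3 SD, cut at about 73% in these data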;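 also: 0% = DMSO wells and 100% = reporter-only cells lacking LRH-1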
Target sequence (O00482 whole entry, looked up): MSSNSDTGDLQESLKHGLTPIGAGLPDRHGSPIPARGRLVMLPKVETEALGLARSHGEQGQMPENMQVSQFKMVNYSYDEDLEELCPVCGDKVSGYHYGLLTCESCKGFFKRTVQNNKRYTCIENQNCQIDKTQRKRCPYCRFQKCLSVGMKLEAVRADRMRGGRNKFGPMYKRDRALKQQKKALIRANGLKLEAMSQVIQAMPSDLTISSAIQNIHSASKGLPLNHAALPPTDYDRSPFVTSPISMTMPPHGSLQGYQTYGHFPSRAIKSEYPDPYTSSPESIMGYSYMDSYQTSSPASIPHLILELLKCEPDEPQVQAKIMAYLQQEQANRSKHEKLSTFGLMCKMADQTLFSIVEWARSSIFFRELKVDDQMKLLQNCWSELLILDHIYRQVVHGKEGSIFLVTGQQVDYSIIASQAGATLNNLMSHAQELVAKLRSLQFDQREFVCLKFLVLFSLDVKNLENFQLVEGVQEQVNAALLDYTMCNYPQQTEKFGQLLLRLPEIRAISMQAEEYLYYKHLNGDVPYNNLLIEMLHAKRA
CF NFkB inh = blocks PAF-induced NF-kB reporter in cystic fibrosis cells; KKLEB NF-kB-GFP reporter, GFP fluorescence overnight; inhibition, % at 5 µM; 0.86% of 360,000 active; AID 588850;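 active = at least 50% inhibition at 5 µM, scaled per plate between neutral and stimulator controls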;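 also: PAF is a Pseudomonas aeruginosa culture filtrate used as stimulus; plate controls were PAF-stimulated DMSO wells for no effect and unstimulated DMSO wells for full effect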
COUP-TFII inh = NR2F2 (human) inhibition, primary screen. P24468. HEK293T NGFI-A luciferase reporter, luminescence. inhibition, % at 8.6 µM. 0.7% of 370,000 active. AID 686940;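 active = inhibition above a per-plate cutoff, mean inhibition of test wells between control levels plus 3 SD, cut at about 38% in these data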;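 also: cells cotransfected with COUP-TFII expression vector driving the NGFI-A reporter; 0% = median of COUP-TF2 test wells and 100% = reporter-only cells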
Target sequence (P24468 whole entry, looked up): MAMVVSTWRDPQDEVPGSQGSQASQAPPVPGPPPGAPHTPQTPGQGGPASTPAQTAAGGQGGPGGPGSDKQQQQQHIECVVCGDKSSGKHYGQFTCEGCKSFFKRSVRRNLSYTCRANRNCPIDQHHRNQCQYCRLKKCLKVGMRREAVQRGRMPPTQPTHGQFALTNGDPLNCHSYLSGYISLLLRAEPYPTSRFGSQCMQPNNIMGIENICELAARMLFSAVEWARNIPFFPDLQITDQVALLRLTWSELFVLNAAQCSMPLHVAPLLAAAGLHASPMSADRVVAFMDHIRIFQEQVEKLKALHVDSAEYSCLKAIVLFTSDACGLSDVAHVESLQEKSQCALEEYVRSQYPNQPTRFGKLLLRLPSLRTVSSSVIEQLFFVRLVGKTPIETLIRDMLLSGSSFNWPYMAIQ
NCOA3 inh = inhibitors of human steroid receptor coactivator 3 (SRC3); Q9Y6Q9; HEK293 GAL4-SRC3 luciferase reporter, luminescence; inhibition, % at 3.6 µM; 0.17% of 360,000 active; AID 588352;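 active = inhibition above a per-campaign cutoff, the mean of all compounds plus 3 SD, cut at about 60% in these data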;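 also: 0% = DMSO-treated cells and 100% = gossypol-treated cells at 36 µM; higher means less SRC3-driven luciferase light from the GAL4 reporter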
LMP1 NFkB inh = reduces LMP1-driven NF-kappaB luciferase signal; 0.69% of 350,000 active; AID 504558; LMP1-induced NF-kappaB luciferase reporter cells, luminescence; inhibition, % at 12.5 µM; in the data active = inhibition above about 41%;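 also: 0% = neutral control wells and 100% = reference inhibitor control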
TRAIL sens C8 = caspase-8 TRAIL sensitization; NB7+C8 cells + TRAIL, ATPlite viability luminescence; inhibition (viability loss, TRAIL sensitization), % at 10 µM; 1% of 360,000 active; AID 624354;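 active = compounds causing at least 50% loss of cell viability in the single-dose screen, relative to plate controls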
KKLEB cytotox = CF airway cell cytotoxicity counter-screen | KKLEB CF airway cells viability, ATPlite luminescence, overnight; stronger effect = lower value; cells stimulated with P. aeruginosa culture filtrate | activity change (cytotoxicity), % at 5 µM | 0.36% of 360,000 active;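 active = corrected activity change at or below -50% at 5 µM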
Starred values were filed as active, the others as inactive; . = not tested or not shown.

SMILES	NCOA2 inhibitor	TWEAK Fn14 block	SRC1 inh	TROY signal inh	LRH-1 inv ag	CF NFkB inh	COUP-TFII inh	NCOA3 inh	LMP1 NFkB inh	TRAIL sens C8	KKLEB cytotox
Cc1ccc(CNC(=O)COC(=O)CSc2ccc(Br)cc2C)cc1	-4	13	-3	10	11	-7	-11	22	1	-2	18
CCn1c(SCC(=O)N/N=C/c2c[nH]c3ccccc23)nnc1-c1ccc(Cl)cc1	-1	23	-5	-20	1	-3	-5	-3	6	14	-9
CCCCn1c(N)c(N(CCOC)C(=O)c2cc(S(=O)(=O)N3CCCCC3)ccc2Cl)c(=O)[nH]c1=O	-27	-6	5	-1	0	12	-7	8	8	-5	-7
CCC(CC)C(=O)NCCc1cc2c(C)ccc(C)c2[nH]c1=O	-28	-9	4	2	-13	13	-4	12	4	-4	3
O=C(CCC1CCCN(C(=O)Cn2cnnn2)C1)NCc1ccc(F)c(F)c1 (centres undefined)	-54	-3	-29	-11	-14	-10	-10	6	-9	-21	2
O=C(OCCN1CCN(C2=NS(=O)(=O)c3ccccc32)CC1)c1ccccc1F	-3	-11	1	6	-10	-11	-12	-16	-8	-14	6
O=C(Nc1nnc([C@@H]2C[C@H](O)[C@@H](CO)O2)s1)Nc1cccc2c1CCCC2	-9	7	-2	7	11	15	0	-9	.	-3	-2
Cc1ccc(S(=O)(=O)n2nc(OC(=O)c3ccco3)cc2N)cc1	-17	-7	11	24	10	11	-5	5	-3	-18	-6
C(#Cc1c(-c2ccsc2)sc2ccccc12)c1ccsc1	-5	-1	-9	-15	22	-13	4	-17	-11	-5	5
CC1CN(C(=O)N2CCOCC2)CCN1C(=O)N1CCOCC1 (centres undefined)	-21	-1	-34	8	6	15	2	5	5	-3	-1
O=C(Nc1ccc(Cl)cc1)C1Cc2c(-c3ccc4c(c3)OCO4)ccnc2O1 (centres undefined)	9	19	10	26	-3	-21	-11	10	.	0	-15
COc1ccc(CCNC(=O)CCNC(=O)c2ccc([N+](=O)[O-])cc2)cc1	19	14	9	7	15	6	39*	4	1	-17	1
C[C@@H]1CN([C@@H](C)CO)C(=O)c2cc(Br)cnc2O[C@H]1CN(C)Cc1cccnc1	22	3	0	-5	-14	21	0	-11	4	3	-14
Cc1ccc(Cl)cc1S(=O)(=O)N1CCC(C(=O)NC2CCN(Cc3ccccc3)CC2)CC1	16	52*	13	28	9	-3	38*	16	4	19	-5
CS/C(=N\NC(N)=O)c1ccccc1	9	5	-6	10	-16	-2	6	15	-1	-14	4
CN(CC(=O)Nc1cccc(F)c1)C(=O)c1ccc(N2CCOCC2)c([N+](=O)[O-])c1	-2	-2	-3	6	-5	10	2	-6	-8	-28	6
COc1ccccc1NC(=O)CSc1nnnn1-c1ccccc1F	19	6	14	-23	7	16	17	2	-1	-1	-7
C/C(=N\Nc1ccc(S(=O)(=O)N2CCOCC2)cc1[N+](=O)[O-])C(C)C	17	-5	5	7	-9	-9	-7	-5	1	2	2
O=C1NC(Cc2ccc(O)cc2)c2nc3ccc(F)cc3c(=O)n2-c2ncccc21 (centres undefined)	19	11	-4	3	-14	14	8	-19	1	10	-23
COc1ccccc1-c1nc(C#N)c(NCCCn2ccnc2)o1	-10	7	14	16	19	-2	-6	21	-3	-3	-6
O=C(CSC(=S)N1CCOCC1)Nc1ncc2c(n1)CC(c1ccco1)CC2=O (centres undefined)	-18	-2	1	-12	10	-2	6	15	6	7	12
O=C(COC(=O)CCSc1ccccc1)Nc1cc(F)ccc1F	-11	-16	-1	6	-9	9	-10	7	14	-1	3
CN(C(=O)CC1C(=O)NCCN1Cc1cccc(C(F)(F)F)c1)C1CCOCC1 (centres undefined)	11	-5	20	9	2	8	-3	-3	-11	-10	2
CCN(CC)c1ccc(NC(=O)c2ccc3c(c2)OCO3)c(C)c1	-20	-6	3	-16	-24	2	-18	-13	-16	12	2
CCC1C(=O)N(c2nc(C)cc(C)n2)N=C1C (centres undefined)	0	-14	-3	10	-10	-3	8	19	-8	-8	-8
CNC(=O)c1cc(Nc2nnc(-c3ccc(C)c(S(N)(=O)=O)c3)c3ccccc23)ccc1OC	-9	-5	-4	-6	1	8	-1	-4	2	-5	2
Cc1nnc(N2CCOCC2)c2nn(-c3cccc(Cl)c3)c(C)c12	-6	-22	10	2	-6	-4	21	4	7	1	-3
O=C(NCCc1ccc([N+](=O)[O-])cc1)c1ccccc1	-41	-9	-28	-8	-20	-40	-4	-11	-2	8	10
COc1ccccc1CN1CCN(C(=O)c2cccc3ccccc23)CC1	-5	-12	15	-11	0	16	-13	15	.	18	-3
O=C1CS/C(=N/N=C/c2ccncc2)N1	-28	0	-104	-25	-8	15	-8	15	.	9	1

Next part; the last 4 above are carried over.
SMILES	NCOA2 inhibitor	TWEAK Fn14 block	SRC1 inh	TROY signal inh	LRH-1 inv ag	CF NFkB inh	COUP-TFII inh	NCOA3 inh	LMP1 NFkB inh	TRAIL sens C8	KKLEB cytotox
Cc1nnc(N2CCOCC2)c2nn(-c3cccc(Cl)c3)c(C)c12	-6	-22	10	2	-6	-4	21	4	7	1	-3
O=C(NCCc1ccc([N+](=O)[O-])cc1)c1ccccc1	-41	-9	-28	-8	-20	-40	-4	-11	-2	8	10
COc1ccccc1CN1CCN(C(=O)c2cccc3ccccc23)CC1	-5	-12	15	-11	0	16	-13	15	.	18	-3
O=C1CS/C(=N/N=C/c2ccncc2)N1	-28	0	-104	-25	-8	15	-8	15	.	9	1
CC(C)Cn1cnc2c(SCc3ccccc3Cl)nc(N)nc21	-17	-23	-69	-1	-32	1	-12	-80	-3	23	-34
CCCN(CCC)CCN1C(=O)C2C(C(=O)Nc3cccc(SC)c3)C3C=CC2(O3)C1C(=O)NC1CCCCC1 (centres undefined)	-16	6	7	3	3	6	2	12	-5	5	1
O=C(O)c1c[nH]c2ccc(S(=O)(=O)N3CCOCC3)cc12	-20	3	-7	-15	-15	-14	-10	-10	1	3	16
CCOC(=O)COc1ccc2c(C#N)c3ccccn3c2c1	-5	12	9	-10	3	7	-6	16	4	3	-2
Cc1sc2nc(C(C)C)oc(=O)c2c1C	6	10	-51	-4	2	-5	2	-11	-11	3	2
CC(=O)N1c2ccc(S(=O)(=O)N3CCC(C(=O)Nc4ccccn4)CC3)cc2CC1C (centres undefined)	2	30	14	33	20	-6	16	20	7	-33	4
O=[N+]([O-])c1ccc(OCc2n[nH]c(=S)n2-c2ccccc2)cc1	-12	-15	3	7	1	-16	15	8	-11	-12	2
Cc1ncoc1C(=O)N1CCCC(C(=O)Nc2cccc(-c3ccc(F)cc3)c2)C1 (centres undefined)	17	-6	-2	-7	3	-27	-18	8	-5	-8	24
O=C(NN1CCOCC1)c1c(-c2ccccc2)sc2ccccc12	3	-3	8	8	5	7	-6	6	0	-1	-6
O=Cc1ccc(N2N=C(c3ccccc3)CC2c2ccccc2)cc1 (centres undefined)	-17	13	11	-1	28	-5	-9	12	6	-1	8
COc1ccc(CNS(=O)(=O)c2ccc(N3CCCC3)cc2Br)cc1	-5	7	-35	12	-14	3	4	-21	-9	-4	-3
CCc1nnc(SCC(=O)NC2CCCCC2)nc1CC	-25	-3	-3	-4	2	11	-2	4	-10	-12	-4
Fc1ccc(-c2nc(-c3cccs3)[nH]c2-c2ccc(F)cc2)cc1	27	48	3	45	2	8	8	26	2	-2	-6
COc1ccc(S(=O)(=O)N2CCOCC2)cc1C(=O)Nc1nc2ccccc2s1	-4	29	-13	2	-10	-18	-10	13	5	0	11
CC(Nc1nc(N2CCNCC2)nc2ccccc12)c1ccccc1 (centres undefined)	-38	-141	-14	10	-15	-3	-7	15	-14	22	-7
CCc1ccc2c(COC(=O)c3n[nH]c4ccccc34)cc(=O)oc2c1	-46	18	-51	17	-29	-28	-23	-92	-35	5	9
Cc1ccc(S(=O)(=O)N2CCC(C(=O)Nc3nnc(C)s3)CC2)cc1	6	-4	14	10	-20	-6	-2	-2	-7	-2	4
COc1ccc(C(=O)Nc2sc(C(=O)N(C)C)c(C)c2C#N)cc1[N+](=O)[O-]	-13	13	11	5	7	-10	1	7	3	-11	7
CCOC(=O)C1CCCN(C(=O)c2ccc(SC(F)(F)F)cc2)CC1 (centres undefined)	-4	4	14	5	18	-3	6	-12	.	1	2
Cc1cc(C)cc(NC(=O)CSCc2cnn(-c3ccccc3)c2-n2cccc2)c1	20	22	1	9	-6	-7	17	6	0	12	10
CC(=O)NC(Cc1ccc(O)cc1)C(=O)NN (centres undefined)	-22	-14	20	-2	15	9	3	5	-3	-2	1
COc1ccccc1CN1CCNC(=O)C1CC(=O)N(C)C1CCOCC1 (centres undefined)	1	-9	-14	-14	9	-17	2	-11	6	2	11
Cc1cccc(C)c1NC(=O)C1(C)CCC(=O)N1C1CC1 (centres undefined)	-7	20	6	2	-6	11	15	0	.	-7	-16
Cc1ccnn1CC(=O)N/N=C/c1cccs1	9	-6	7	-10	10	-2	-20	11	3	24	0
O=C(CN1C(=O)c2ccccc2C1=O)Nc1ccccc1F	-69	6	-16	-52	7	-12	2	-5	-3	-14	-2
CCn1ncc([C@@H]2C[C@H]3CN(Cc4ccccc4C)C(=O)[C@]34CCCN24)c1C	14	-3	-2	14	-2	5	10	14	15	3	-5
CC(Oc1ccc(F)cc1)C(=O)Nc1nc(-c2ccccn2)cs1 (centres undefined)	18	-94	16	74*	26	3	15	19	14	8	12
COc1ccccc1N(C)S(=O)(=O)c1ccc(C(=O)NCC2CCCCC2)cc1	1	15	-9	20	-18	2	19	16	-4	-3	4
CCOc1ccccc1NC(=S)NC1CCCCC1	14	-8	15	-1	-17	20	32	24	1	10	-18
O=c1c2cc([N+](=O)[O-])ccc2nc2n1CCC2	2	4	13	4	11	-10	6	11	2	4	-4

Given in markdown: two of the compounds above
| Structure | NCOA2 inhibitor | TWEAK Fn14 block | SRC1 inh | TROY signal inh | LRH-1 inv ag | CF NFkB inh | COUP-TFII inh | NCOA3 inh | LMP1 NFkB inh | TRAIL sens C8 | KKLEB cytotox |
| --- | --- | --- | --- | --- | --- | --- | --- | --- | --- | --- | --- |
| CCOC(=O)C1CCCN(C(=O)c2ccc(SC(F)(F)F)cc2)CC1 (centres undefined) | -4 | 4 | 14 | 5 | 18 | -3 | 6 | -12 | . | 1 | 2 |
| Cc1cc(C)cc(NC(=O)CSCc2cnn(-c3ccccc3)c2-n2cccc2)c1 | 20 | 22 | 1 | 9 | -6 | -7 | 17 | 6 | 0 | 12 | 10 |

New compounds follow.
SMILES	NCOA2 inhibitor	TWEAK Fn14 block	SRC1 inh	TROY signal inh	LRH-1 inv ag	CF NFkB inh	COUP-TFII inh	NCOA3 inh	LMP1 NFkB inh	TRAIL sens C8	KKLEB cytotox
COc1ccc(C(CNC(=O)c2ccc(OCc3ccccc3)cc2)N2CCOCC2)cc1 (centres undefined)	22	3	3	-3	-13	-30	19	7	-1	-4	19
COC(=O)c1sccc1NC(=O)c1cc(OC)cc(OC)c1	-3	10	3	1	15	-19	3	6	-3	3	-1
O=C(O)CN(C1CCCCC1)S(=O)(=O)c1ccc(F)cc1	19	2	8	-18	13	-14	1	16	3	-9	-4
CCc1nnc(NC=C2C(=O)OC(C)(C)OC2=O)s1	12	5	-5	-5	8	16	10	11	-16	-13	-2
COc1cccc(NC(=O)Cc2ccc3ccccc3c2)c1	6	-20	3	2	-6	0	20	2	2	-1	12
CC1=C(C(=O)OCc2ccccc2)C(c2ccccc2)NC(=O)N1CCCCCC(=O)O (centres undefined)	-19	6	-4	3	-5	5	13	-13	-3	-9	6
